Hck-Nef inh = inhibitors of Nef-activated human Hck kinase, primary screen, biochemical, Z-Lyte FRET, 384-well, Hck-YEEI; Recombinant Hck-YEEI plus Nef, Z-Lyte FRET kinase assay; Tyrosine-protein kinase HCK (Homo sapiens), P08631; 220,000 compounds, 0.68% hits; inhibition, % at 20 µM;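 active means Hck-Nef kinase inhibition above about 50%, limit read from the data; inactive means inhibition below that limit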;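 further: 0% = DMSO with Hck plus Nef and 100% = Hck alone without Nef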
EP2 antag = human EP2 receptor antagonists, primary screen, TR-FRET cAMP, C6 glioma cells. 260,000 compounds, 0.52% hits. inhibition, % at 25 µM. C6 glioma cells expressing human EP2; cells stimulated with saturating PGE2. Prostaglandin E2 receptor EP2 subtype (Homo sapiens), P43116;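 active means percent inhibition above 40 after rounding to a whole number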;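 further: rat C6 glioma host cells with rolipram phosphodiesterase inhibitor present; the protocol text gives 20 µM as final concentration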
Target sequence (P43116 whole entry, looked up): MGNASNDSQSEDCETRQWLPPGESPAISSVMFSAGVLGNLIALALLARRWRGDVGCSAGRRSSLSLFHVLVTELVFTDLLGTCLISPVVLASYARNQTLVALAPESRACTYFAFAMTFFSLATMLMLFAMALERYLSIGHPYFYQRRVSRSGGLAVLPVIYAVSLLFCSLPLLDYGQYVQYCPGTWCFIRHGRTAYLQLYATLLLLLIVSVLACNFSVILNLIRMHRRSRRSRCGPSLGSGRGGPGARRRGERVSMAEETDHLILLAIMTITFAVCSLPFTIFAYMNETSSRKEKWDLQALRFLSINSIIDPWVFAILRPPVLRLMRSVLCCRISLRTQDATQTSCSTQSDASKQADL
EP2 modulator = EP2 receptor modulators, cAMP readout, primary screen, cell-based, HTRF cAMP, PGE2 stimulation | AID 940, 2007 | 260,000 compounds, 0.83% hits | EP2-expressing cells, cAMP HTRF FRET, PGE2 co-stimulation | Prostaglandin E2 receptor EP2 subtype (Homo sapiens), P43116 | induction, % at 25 µM;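 active means compounds whose cAMP rise, as percent of the full-agonist control response, exceeds 60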;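 further: rat C6 glioma line stably carrying human EP2 under a CMV promoter; the protocol text gives 20 µM as final concentration; 100% = response of wells given 1 µM PGE2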
L929 necroptosis = inhibitors of zVAD-triggered necroptosis, primary screen, L929 cells; L929 zVAD necroptosis rescue, ATP luminescence, 24 h; with zVAD 60 µM; viability rescue, % at 10 µM; 220,000 compounds, 0.38% hits; AID 1377, 2008;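 active means activation, scaled between plate controls, above about 75%, limit read from the data; inactive means activation under that limit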;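 further: 0% = zVAD with DMSO and 100% = DMSO alone without zVAD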
Calpain2 inh = inhibitors of pig calpain II, primary screen, biochemical, fluorogenic peptide substrate, 1536-well; purified calpain II, 30 min; inhibition, % at 16 µM; 220,000 compounds, 0.37% hits;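 active means inhibition above about 50%, limit read from the data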
Rad51 HR inh = human RAD51 strand exchange inhibitors, primary screen, biochemical, fluorescence | 200,000 compounds, 0.085% hits | hRad51 DNA strand exchange, fluorescence dequenching | AID 1385, 2008 | inhibition, % at 10 µM;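 active means inhibition above 40% at the single screening dose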;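 further: 0% = DMSO control wells and 100% = blanks with heterologous ssDNA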
Target sequence (Q06609 whole entry, looked up): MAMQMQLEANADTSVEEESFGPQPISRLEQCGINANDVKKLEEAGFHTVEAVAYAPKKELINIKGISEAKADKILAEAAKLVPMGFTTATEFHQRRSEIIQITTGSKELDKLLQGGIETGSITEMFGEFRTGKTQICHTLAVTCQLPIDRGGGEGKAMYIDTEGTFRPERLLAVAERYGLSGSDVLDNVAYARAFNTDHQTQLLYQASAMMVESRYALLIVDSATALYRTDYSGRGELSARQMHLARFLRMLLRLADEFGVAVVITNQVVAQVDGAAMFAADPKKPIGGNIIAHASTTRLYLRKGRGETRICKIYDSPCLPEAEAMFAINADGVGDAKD
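Assay system: Human Rad51 nucleoprotein filaments preassembled on unlabelled ssDNA | Reagent: Donor/quencher-labelled 47-bp dsDNA substrate | Doses: One concentration, 10 µM final | Times: 37 °C 15-min filament assembly, 30-min compound preincubation, 15-min exchange | Technique: Fluorescein emission 520 nm, excitation 485 nm | Benchmarks: Plate control and blank wells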
14-3-3 Bad PPI = inhibitors of 14-3-3 zeta/Bad binding, primary screen, biochemical, TR-FRET, bovine 14-3-3 zeta; 14-3-3 protein zeta/delta (Bos taurus), P63103; TR-FRET 14-3-3zeta/Dy647-pBad peptide displacement, 1 h; inhibition, % at 21.7 µM; 220,000 compounds, 0.71% hits; AID 781, 2007;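 active means inhibition above about 70%, limit read from the data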;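 further: 0% = full 14-3-3 plus peptide FRET controls and 100% = background without 14-3-3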
Target sequence (P63103 whole entry, looked up): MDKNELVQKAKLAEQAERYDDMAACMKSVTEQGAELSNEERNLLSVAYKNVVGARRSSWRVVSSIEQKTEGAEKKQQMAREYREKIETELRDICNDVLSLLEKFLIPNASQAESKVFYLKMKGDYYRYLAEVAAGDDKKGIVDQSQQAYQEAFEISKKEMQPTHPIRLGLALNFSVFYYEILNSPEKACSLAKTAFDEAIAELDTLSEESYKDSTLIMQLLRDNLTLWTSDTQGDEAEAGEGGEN
eIF4E 4G PPI = eIF4E–eIF4G protein interaction inhibitors, primary screen, biochemical, uHTS, TR-FRET, eIF4GI fragment; Eukaryotic translation initiation factor 4E (Mus musculus) + Eukaryotic translation …; TR-FRET eIF4E-eIF4GI(517-606) binding, 2 h; inhibition, % at 21.7 µM; 220,000 compounds, 0.37% hits;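 active means inhibition above about 30%, limit read from the data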;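 further: 0% = full FRET control wells and 100% = background wells lacking eIF4GI fragment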
Tb hexokinase = Trypanosoma brucei hexokinase 1 inhibitors, primary screen, biochemical, G6PDH-coupled NADH absorbance, MLSCN library; hexokinase 1 [Trypanosoma brucei]; recombinant TbHK1, G6PDH-coupled NADH A340; inhibition, % at 10 µM; 220,000 compounds, 0.11% hits;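 active means inhibition of 50% or more in the single-dose primary screen; inactive means inhibition below 50%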
* marks the source's active call; other numbers are inactive results; i = inactive; x = no result given; & = joins results of further samples; [ ] = another dose, or the depositor's remark.

Order of values: Hck-Nef inh, EP2 antag, EP2 modulator, L929 necroptosis, Calpain2 inh, Rad51 HR inh, 14-3-3 Bad PPI, eIF4E 4G PPI, Tb hexokinase
- CCOC(=O)C(CC)n1cnc2c(cnn2-c2ccc(Cl)cc2)c1=O (stereo not given)
  -1, 18, -16, -0.5, -6, -1, 1, -6, 4
- Cn1c(SCC(=O)N2CCN(S(=O)(=O)c3ccccc3)CC2)nc2ccccc21
  0, 5, 31, 0.6, -3, -3, 6, -4, 3
- Cc1cccn2c(=O)c(C=Nc3ccccc3)c(NCCO)nc12
  3, 9, 13, 24, -316, -6, 9, -2, -38
- Nc1ccc(-n2c(N)c(C(=O)NCc3ccc4c(c3)OCO4)c3nc4ccccc4nc32)cc1
  7, 20, x, 50, x, -3, x, x, -21
- COc1ccc(/C=C/C(=O)N[C@@H](C)C(=O)O)cc1
  6, 11, 31, 1.2, 25, -1, 12[fluorescence artefact?], 6, -4
- O=C(CCCCCN1C(=O)CCC1=O)Nc1ncn[nH]1
  0, 12, 6, 0.2, -42, x, -11[fluorescence artefact?], 3, -10
- COc1ccc2[nH]c3c(NCCN4CCCCC4)ncnc3c2c1
  4, 33, -43, 10, -209, 5, -8, 1, -11
- COc1ccc(-n2c(Cc3cccn3C)nnc2SCC(=O)Nc2ccccc2C)cc1
  -1, 3, 25, 1.8, -9, 1, 2, 0, -11
- COc1ccccc1N1CCN(C(=O)CN(c2cc(C)cc(C)c2)S(C)(=O)=O)CC1
  0, 11&6, 3&30, -0.1, -7, 12, -3, -4, -9
- CCOC(=O)N1CCN(CC(=O)Nc2ccc([N+](=O)[O-])cc2C(=O)Nc2ccccc2F)CC1
  -3, 3, 15, 0.6, 37, 1, 1[fluorescence artefact?], -1, 26
- CC12CCC(C(=O)NCCN3CCCCC3)(CC1=O)C2(C)C (stereo not given)
  1, 2, -7, 0.0, 7, 2, 3, 10, 1
- Oc1c(Cl)cc(Cl)cc1C=Nc1ccc(Br)cc1
  -2, 14, 32, 0.1, 3, 1, 13, 14, 2
- Cc1ccc(OCn2c(=O)sc3ccccc32)cc1
  5, 0, 8, 0.6, 9, -3, -1, -11, 6
- CC(C)Oc1ccc(C(=O)NNC(=O)c2ccccc2C(=O)O)cc1
  1, 4, 10, 0.5, -4, -1, -2, 4[fluorescence artefact?], -10
- CCC(C)c1ccc(NC(=S)NCc2ccccn2)cc1 (stereo not given)
  25, 4, 21, 1.4, -17, 12, -22, -1, 1
- Cn1nc(C(C)(C)C)c(NC(=O)c2ccc(F)cc2)c1C(C)(C)C
  1, 11, -29, 0.8, 5, 8, -4, 6, 7
- CC(=O)Cn1ncc(N2CCCCC2)c(Cl)c1=O
  25, 1, -6, 2.6, 10, -12, 3, 2, -15
- COc1cc(/C=N/N=C2/NC(=O)C(Cc3ccccc3)S2)ccc1O (stereo not given)
  26, 4, 30, 49, -17, -88, -9, 2, -2
- C=CCn1c(SC(CCO)C(=O)NCc2ccco2)nc2sc3c(c2c1=O)CCC3 (stereo not given)
  0, 9, 13, -0.4, 1, -1, 3, -3, -23
- CCSC1=N/C(=C\c2ccc(-c3ccccc3[N+](=O)[O-])o2)C(=O)S1
  8, 19, 44, -0.4, -33, x, 9[fluorescence artefact?], 3, 1
- CC(C)N(C(=O)Cn1c(-c2ccccc2Cl)nc2ccccc21)c1ccccc1
  2, 4, 9, x, 17, x, -8[fluorescence artefact?], -1, 4
- Cc1c(NC(=O)OC(C)C)sc(=S)n1C
  17, 6, 23, -0.2, -4, x, -5[fluorescence artefact?], 3, -18
- CC(/C=N/N1CCN(c2ccccc2)CC1)=C\c1ccccc1
  2, 7, 13, 0.1, -33, -2, 0[fluorescence artefact?], -6, -9
- CC1=CC(=Nc2c(C)n(C)n(-c3ccccc3)c2=O)C=C(C)C1=O
  1, 7, 1, 58, -8, 0, -7[fluorescence artefact?], 3, -7
- CC(NC(=O)CSc1nnc(-c2cccnc2)n1N)c1ccccc1 (stereo not given)
  5, 9, 24, 0.5, -24, 26, -9, 0, -12
- Cc1nn(CCCC(=O)Nc2cc(Oc3ccccc3)cc([N+](=O)[O-])c2)c(C)c1[N+](=O)[O-]
  1, 1, -1, -0.1, 20, -5, 6, 2[fluorescence artefact?], -4
- CCC1CCC(NC2CCCCNC2=O)CC1 (stereo not given)
  -1, 8, 10, -0.2, 5, x, -1, 0, 3
- Cc1ccc(CNC(=O)c2ccc(CN3CCOCC3)cc2)cc1
  3, 2, 1, 4.1, 10, 1, 24[fluorescence artefact?], -8[fluorescence artefact?], -6
- Cc1cc(C)c(OCC(=O)Nc2ccccn2)c([N+](=O)[O-])c1
  4, 17, -4, 0.4, -2, 11, -6, 9, -1
- CCOC(=O)c1c(NC(N)=O)nc2n1CCC2
  -12, 0, 19, 2.0, -8, 29, -3, 0, -3
- Nc1ccc2nc(-c3ccc(N)c(Cl)c3)[nH]c2c1
  13, 28, -25, 7.4, i, 7, 47, 29, -47
- Cc1cccc(NC(=O)c2ccc(NCC3CCCO3)c([N+](=O)[O-])c2)n1 (stereo not given)
  2, 5, -9, 1.9, 12, 6, -2, -1, -1
- COc1ccc(CCN2CC34C=CC(O3)C(C(=O)NCc3ccccc3)C4C2=O)cc1OC (stereo not given)
  3, 8, 36, 0.0, 7, -2, -10, -6, -4
- Cc1ccc(C2=NCN(c3ccc(C(=O)O)cc3)C(=S)N2)cc1
  23, 8, -45, 0.8, 7, -7, 3, -6, -9
- Cc1ccc(N2NC(C)(c3cccs3)NC2=S)cc1 (stereo not given)
  3, 10, -19, -0.6, 1, x, -16, 0, 17
- COc1cc(/C=N/Nc2ccc3ccccc3c2)ccc1OC(=O)c1ccco1
  3, 9, -15, -0.5, -43, 5, -2[fluorescence artefact?], 3[fluorescence artefact?], -17
- Cc1ccc(O)c(C(=O)/C=C/c2ccc3c(c2)OCCCO3)c1
  8, 3, 5, -1.3, 1, -2, 12, 1[fluorescence artefact?], -8
- CCCn1c(SCC(=O)NCCc2ccc(Cl)cc2Cl)n[nH]c1=O
  2, 15, 9, 0.3, -18, -14, 8, -1, -2
- CCCCCc1c(O)c2ccccc2[nH]c1=O
  0, 10, 4, 0.1, -192, 8, 14[fluorescence artefact?], -15, -4
- CC(=O)c1nc2ccccc2n1CCc1ccccc1
  23, 7, 12, 1.1, -103, 12, -18, 1, -3
- O=S(=O)(c1ccc(-c2ccon2)s1)N1CCN(c2ccncc2)CC1
  6, 9, -35, -0.1, 0, -33, 46, 0, -32
- Cc1cc(=O)oc2cc(OCC(=O)OCC(=O)N(CCC#N)c3ccccc3)ccc12
  -6, 4, -11, 0.9, -116, -10, 5, 2, 3
- COc1cc(NC(=O)c2cnn3c(C)cc(C)nc23)c(OC)cc1Cl
  2, 20&5, 48&3, 0.0, -94, 17, -8, 4, -14
- Cc1ccc(CN(c2ccc(C(=O)N3CCOCC3)cc2)S(C)(=O)=O)cc1
  -13, 17, -9, -0.1, 4, 7, -7, 4, -2
- CC(C)[C@H](NC(=O)[C@H](CC(=O)O)NC(=O)[C@H](CCCCN)NC(=O)[C@@H](N)CCCN=C(N)N)C(=O)N[C@@H](Cc1ccc(O)cc1)C(=O)O
  2, x, 34, 5.1, -18, x, -4[fluorescence artefact?], 0, -5
- CN(C)/C=C1\C=C2C(=O)c3ccccc3N2C1=O
  -35, 15, 18, 0.5, -4, x, 1, 4, -13
- CCOC(=O)c1ccc(NC(=O)CCc2ccc(CC)o2)cc1
  0, 0, -1, -0.1, 2, 6, 7, 1, 0
- O=c1cc(C(F)(F)F)nc(-c2ccccc2)[nH]1
  1, 10, 19, 0.5, -5, -2, 23, -4, -2
- CN1CCN(C(=O)C2(NC(=O)Nc3ccccc3Cl)CCCCC2)CC1
  5, 12, 25, 0.0, -18, -3, -5[fluorescence artefact?], -6, 4
- N#CC(=C1Nc2ccccc2N1)S(=O)(=O)c1ccccc1
  13, 8, -26, 2.0, 17, 8, 6, 2, 1
- CC1(C)N=C(C(=O)c2ccccc2)N(O)C1(C)O (stereo not given)
  2, 14, 12, 0.6, 10, 6, 3, -4, -1
- CC(C)COc1ccc(S(=O)(=O)n2cc(F)c(=O)[nH]c2=O)cc1
  16, 6, 12, 0.3, -22, x, -14, 1, -3
- COc1ccc(/C=C2\CCC(C3CCCC3)C2=O)cc1Cn1cccn1 (stereo not given)
  1, 4, 0, 0.3, 34, x, 0, 1, -10
- CC(C)c1ccc(NC(=O)CSc2nnc(-c3ccccn3)n2C)cc1
  2, x, 21, 2.4, 8, x, -6, 1[fluorescence artefact?], -2
- COC(=O)c1ccc(S(=O)(=O)N2CCCCC2)o1
  0, 10, 14, 0.2, -16, -2, 12[fluorescence artefact?], 4[fluorescence artefact?], -2
- COc1ccc(-c2nc(-c3ccccn3)ncc2S(C)(=O)=O)cc1
  21, 7, 0, 1.1, -12, 3, -12, -4, -1
- COc1ccccc1NS(=O)(=O)c1cccc(NC(=O)c2ccc3ccccc3n2)c1
  0, 17, 1, -0.3, -22, 3, -2, 4, -3
- CCC1(C)NC(=O)N(CC(=O)N2N=C(c3ccccc3)CC2c2ccc(OC)cc2)C1=O (stereo not given)
  0, 12, 18, 1.5, -4, 0, -7[fluorescence artefact?], -3, -10
- O=C1CCCC2=C1C(c1ccc(O)c(Br)c1)C1=C(CCCC1=O)N2c1ccccc1
  13, 22, 11, -0.8, -95, 6, -3, -2, -14

Screening results as filed in PubChem BioAssay.

A portion of the library. The share of hits here may be higher or lower than overall.
